UBC13 inh: blocks human UBC13 polyubiquitin chain formation | P61088 | 330,000 tested, 0.47% active | AID 485273 | TR-FRET | inhibition, % at 20 µM; in the data active = inhibition above about 45%, passing the limit was not always enough; inconclusive = no clear call, values can overlap the other calls
Target sequence (P61088 whole entry, looked up): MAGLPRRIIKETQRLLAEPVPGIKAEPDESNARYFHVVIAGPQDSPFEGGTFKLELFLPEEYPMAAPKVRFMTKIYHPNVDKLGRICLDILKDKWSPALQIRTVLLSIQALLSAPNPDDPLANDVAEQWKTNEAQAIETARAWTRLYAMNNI
CXCR6 inh: CXCR6 (human) receptor inhibition; CHO-K1 PathHunter CXCR6 beta-arrestin, luminescence; inhibition, % at 20 µM; 360,000 tested, 0.36% active; AID 602244; in the data active = inhibition above about 34%, passing the limit was not always enough;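 note: antagonist mode with CXCL16 agonist at 10 nM final; 0% = 10 nM CXCL16 with DMSO and 100% = unstimulated wells without agonist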
EBI2 antag: blocks human EBI2 receptor beta-arrestin signaling. AID 651636. 360,000 tested, 0.81% active. inhibition, % at 5 µM. EBI2 beta-arrestin recruitment, luminescence, 7a,25-OHC stimulated; in the data active = inhibition above about 38%;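 note: enzyme fragment complementation signal reports receptor beta-arrestin coupling in cells; 0% = agonist plus DMSO wells and 100% = wells without agonist; some results beyond the cut were filed as inactive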
Target sequence (P32249 whole entry, looked up, the tested form may be a part): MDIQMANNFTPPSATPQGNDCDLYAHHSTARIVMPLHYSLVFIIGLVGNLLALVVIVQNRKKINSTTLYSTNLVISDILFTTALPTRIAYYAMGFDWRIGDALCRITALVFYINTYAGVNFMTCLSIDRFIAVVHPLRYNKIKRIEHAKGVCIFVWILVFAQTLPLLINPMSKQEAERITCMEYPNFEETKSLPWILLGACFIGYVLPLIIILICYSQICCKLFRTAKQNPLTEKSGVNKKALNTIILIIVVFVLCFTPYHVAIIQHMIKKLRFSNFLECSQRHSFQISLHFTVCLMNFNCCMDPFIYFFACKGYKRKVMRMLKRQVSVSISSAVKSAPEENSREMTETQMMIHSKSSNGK
Jurkat NFkB inh: lowers PMA/ionomycin-induced NF-kB signal in Jurkat cells | inhibition, % at 4 µM | AID 435003 | PMA/ionomycin-induced NF-kB luciferase reporter, luminescence | 330,000 tested, 0.53% active; in the data active = inhibition above about 50%
Gli-Sufu block: blocks Gli-Sufu signaling in a luciferase reporter; Sufu-KO-LIGHT fibroblasts, Gli luciferase reporter luminescence; inhibition, % at 5 µM; 340,000 tested, 0.74% active; AID 588413;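 active = inhibition above about 55%, limit read from the data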;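 note: 0% = DMSO-treated cells and 100% = wells with medium but no cells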
CCR6 antag: blocks CCL20-driven beta-arrestin recruitment at human CCR6 | inhibition, % at 20 µM | 340,000 tested, 0.49% active | CHO-K1 CCR6 PathHunter beta-arrestin, luminescence, CCL20-stimulated | AID 493098 | P51684;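 active = compounds whose inhibition of the agonist-driven luminescence signal at 20 µM reaches about 50%, limit read from the data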;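 note: cells stimulated with CCL20 at 14 nM final; plate controls were DMSO with CCL20 for no effect and DMSO without agonist for full effect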
Target sequence (P51684 whole entry, looked up): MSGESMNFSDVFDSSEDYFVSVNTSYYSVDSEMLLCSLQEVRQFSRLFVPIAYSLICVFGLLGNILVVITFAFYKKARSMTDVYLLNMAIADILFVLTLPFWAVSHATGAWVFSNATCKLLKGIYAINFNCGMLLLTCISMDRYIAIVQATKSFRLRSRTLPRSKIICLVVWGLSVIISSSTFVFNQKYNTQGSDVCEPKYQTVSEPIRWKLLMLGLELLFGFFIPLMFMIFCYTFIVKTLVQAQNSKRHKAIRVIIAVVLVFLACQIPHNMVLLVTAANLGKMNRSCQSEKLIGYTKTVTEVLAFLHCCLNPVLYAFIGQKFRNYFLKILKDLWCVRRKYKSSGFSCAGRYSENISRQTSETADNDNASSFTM
APJ antag: APJ receptor antagonism. CHO-K1 APJ beta-arrestin complementation, luminescence. inhibition, % at 20 µM. 330,000 tested, 0.32% active;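 active = inhibition above about 40% at 20 µM, limit read from the data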;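 note: cells challenged with 10 nM apelin-13 agonist together with compound; plate controls were apelin-13 plus DMSO wells for no effect and DMSO wells lacking apelin-13 for full effect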
697 NFkB inh: lowers PMA/ionomycin-induced NF-kB signal in 697 B cells. inhibition, % at 4 µM. 697 B-cell NF-kB luciferase reporter, 16 h. 330,000 tested, 0.33% active. AID 435022; in the data active = inhibition above about 35%
Numbers without * were called inactive; ? = inconclusive; . = not tested or not shown. Rows were taken by chance; overall some 3% were active at least once.

SMILES	UBC13 inh	CXCR6 inh	EBI2 antag	Jurkat NFkB inh	Gli-Sufu block	CCR6 antag	APJ antag	697 NFkB inh
Cn1c(=O)oc2cc(S(=O)(=O)NCCCN3CCCC3=O)ccc21	5	-2	-10	18	4	4	1	1
CCN1CCN(C(=O)c2ccccc2N(Cc2ccccc2)S(=O)(=O)c2ccc(OC)cc2)CC1	-9	-3	8	-1	12	10	-3	15
O=[N+]([O-])c1ccc(/C=N/Nc2ncc(Br)cn2)cc1	0	-6	4	-13	17	-7	5	-8
O=C1NC(c2ccco2)Nc2sc3c(c21)CCN(Cc1ccccc1)C3 (centres undefined)	-16	-2	0	1	23	6	4	-24
OC(COc1ccc(Cl)cc1Cl)Cn1ccnc1 (centres undefined)	5	-1	-9	-12	-1	3	4	-9
Cn1c(=O)c2[nH]c(N3CCOCC3)nc2n(-c2ccccc2)c1=O	3	6	3	16	-1	12	4	-3
CN(c1ccc(C(=O)O)cc1)S(=O)(=O)c1ccccc1	4	-6	-11	-20	10	-22	8	-4
CCOC(=O)N1CCC(NC(=O)c2cnn3c2NC(c2ccco2)CC3C(F)(F)F)CC1 (centres undefined)	-10	9	3	-1	5	3	-19	6
COc1cc([N+](=O)[O-])ccc1NC(=O)Oc1ccc(NC(C)=O)cc1	-7	1	1	-12	1	-1	2	2
Fc1ccc(-n2nnc(-c3ccnc4ccccc34)n2)cc1	0	-6	2	-100	-98	7	9	-140
CCN1CCN(c2cc(C)c3cc(NC(=S)N4CCN(c5ccccc5F)CC4)ccc3n2)CC1	16	-4	-3	-10	-1	28	-2	2
CCOc1ccc(S(=O)(=O)Nc2ccc(Cl)cn2)c(C)c1C	-3	-6	-3	-6	6	-13	-13	8
COc1ccc(-n2ncc3c(NCc4ccccn4)ncnc32)cc1	3	-9	2	-57	-43	4	-1	-18
Cc1nn(C)cc1S(=O)(=O)N1CCN(Cc2cccc(Cl)c2)CC1	-1	1	8	0	2	-7	1	15
O=C1COc2ccc(C(=O)c3ccccc3C(=O)O)cc2N1	-8	-2	-7	-17	-7	-1	2	-12
Nc1ccccc1SCc1ccccc1	4	0	-2	-14	-5	0	6	-6
COc1ccc(C(=O)NCc2ccccc2OC)c(OC)c1	2	1	0	-3	-8	0	-2	2
COc1ccc(-c2cc(C(F)(F)F)nc(N)n2)cc1	31	2	3	-2	-29	0	1	-8
CCOc1ccc(N2C(=O)CS/C2=C(\C(Cl)=C(Cl)Cl)[N+](=O)[O-])cc1	-34	16	9	10	-9	36	27	-6
O=C(O)C/C(=C\c1cc(Cl)c2c(c1)OCO2)c1nc2ccccc2s1	-3	3	-2	-3	-9	8	1	3
CCOC(=O)N1CCN(C(=O)c2cc3c(-c4ccc(Cl)cc4)nn(C)c3s2)CC1	17	-11	14	22	5	-6	-5	-5
CC1CCN(CCCCOc2cccc(Br)c2)CC1	2	-5	4	-10	31	4	-13	-26
C=CCN(CC=C)C(=S)Nc1ccc2nsnc2c1	6	7	-5	7	-1	7	-30	12
CSc1ccc(/C=N/NC(=O)CNc2cccc3ccccc23)cc1	-60	-15	18	0	-6	-21	-13	23
Cc1onc(-c2ccccc2)c1-c1nc2cc(Cl)ccc2c(=O)o1	-2	14	-12	16	-19	3	6	9
(further entries)
SMILES	UBC13 inh	CXCR6 inh	EBI2 antag	Jurkat NFkB inh	Gli-Sufu block	CCR6 antag	APJ antag	697 NFkB inh
CCOC(=O)c1c(-n2c(C)cc(C=O)c2C)sc2c1CCCC2	3	15	8	-12	4	24	10	9
O=C(N/N=C/c1ccccn1)c1ccc([N+](=O)[O-])cc1Cl	5	5	-12	-2	-7	1	-12	-12
Cc1ccc(S(=O)(=O)N(C)C)cc1NC(=O)c1cc(=O)[nH]c2ccccc12	-7	0	0	1	6	10	-21	12
CCCc1cc(=O)oc2c(C)c(OCC(=O)N3CCC(C(=O)O)CC3)ccc12	5	0	-3	1	-2	-7	7	9
COc1ccc(Nc2ccccc2N)cc1	-44	-1	7	15	20	3	9	-11
COc1cccc2cc(CC(=O)c3ccc(C)c(C)c3)c(=O)oc12	-8	-3	2	-13	-20	8	17	-28
COC(=O)c1sccc1NC(=S)NCc1ccc(Cl)cc1	?	8	0	-9	2	15	-3	-30
CN(CC1CCCO1)S(=O)(=O)c1ccc(C(=O)Nc2ccc(F)cc2)cc1 (centres undefined)	-8	-21	22	-12	-3	10	-3	-5
CS(=O)(=O)N(CC(=O)NC1CCCCC1)c1cccc(F)c1	5	-4	2	10	-5	-8	3	6
N#C/C(=N\Nc1ccc(Cl)cc1)C(=O)c1ccccc1	-8	10	-14	-8	45	20	17	-28
CC(=O)c1cc(O)c2ccccc2c1O	-41	-6	-8	-6	9	3	-48	-15
NC(=O)/C(=C\c1ccncc1)c1cccc2ccccc12	-5	-3	8	17	-2	6	-1	14
CCCCN1CC(=O)N2[C@H]3c4cc(OC)ccc4OC[C@@H]3[C@H](C(=O)OCC)[C@]2(C)C1=O	2	-11	-21	2	2	1	15	23
O=Cc1cn(Cc2ccccc2)nc1-c1cccnc1	-2	-4	-5	-23	0	10	-10	30
COc1ccccc1C(=O)Nc1nnc(C)s1	4	-1	1	-55	-38	6	-1	-30
c1ccc(Oc2ccc(-c3ccnc4ncnn34)cc2)cc1	-2	9	-7	14	-8	10	14	22
CC[C@]12c3[nH]c4ccc(Cl)cc4c3CCN1C(=O)[C@@H](CC(=O)NC/C=C(\C)CCC=C(C)C)C[C@@H]2C(=O)N1CCN(C(=O)C2CC2)CC1	.	-6	35	.	12	10	.	8
CC(=O)COC(=O)C1=NN(c2ccccc2)C(=O)CC1	-3	-3	9	5	9	-10	8	1
CCCCc1cc2c(c(NC(=O)CC)n1)c(=O)oc1ccccc12	.	-2	16	.	24	4	.	.
Cc1ccc(S(=O)(=O)/N=C/N(C)C)cc1	1	1	-12	-4	2	9	-6	9
C=CCc1c(C)c(C#N)c2nc3ccccc3n2c1N1CCCCC1	9	-9	-15	9	2	0	20	-17
COC(=O)Nc1ccc(C)cc1NC(=O)OC	0	-3	3	3	-2	8	16	7
Cc1ccc(C(=O)OCC(=O)c2ccc[nH]2)s1	-4	-8	-4	-12	-8	-4	-5	19
CCN(CC)S(=O)(=O)c1ccc(N2CCOCC2)c(NC(=O)c2cc(Cl)c3c(c2)OCO3)c1	-9	5	12	-7	-6	24	2	-10
CC(C)n1ncc2c(C(=O)NCC(=O)Nc3ccccc3Br)cc(C3CC3)nc21	14	-6	3	-6	-3	7	-58	7
Remaining list, next part
SMILES	UBC13 inh	CXCR6 inh	EBI2 antag	Jurkat NFkB inh	Gli-Sufu block	CCR6 antag	APJ antag	697 NFkB inh
CCOc1ccc(OCC)c(NC(=O)C2CCN(S(=O)(=O)c3ccc4c(c3)CC(C)N4C(C)=O)CC2)c1 (centres undefined)	-8	0	6	-5	4	10	11	-3
CC(C)Cn1c(=O)oc2ccccc21	-4	13	-10	2	-29	13	10	6
CC(C)c1[nH]nc2c1C(c1ccc(OC(=O)c3ccco3)cc1)C(C#N)=C(N)O2 (centres undefined)	1	-2	-27	9	7	-1	-12	31
COc1cc(/C=C(\NC(C)=O)C(=O)O)cc(OC)c1OC	11	0	-3	2	0	6	-4	22
COc1ccc(CNc2nc(-c3cccnc3)nn2S(C)(=O)=O)cc1	6	-10	-5	2	-12	8	10	13
Cc1ccc(CC(=O)NCC(C)C)cc1	3	-4	-2	3	3	-15	11	20
Cc1c(NC(=O)CSc2nc(N)cc(N)n2)c(=O)n(-c2ccccc2)n1C	?	1	-7	1	-2	2	-107	7
COc1cccc(-c2nc(CS(=O)(=O)c3ccccc3)no2)c1	-2	0	2	-89	-69	5	7	-74
O=C(Nc1nc2ccc(F)cc2s1)C1=NN(c2ccccc2)C(=O)CC1	-13	-3	3	-25	-17	15	-6	-42
CCCc1cc(C(=O)N2CCN(C(c3ccccc3)c3ccccc3)CC2)no1	2	18	24	17	6	25	18	8
O=C1OCc2ccc(NC(=O)c3ccccc3C(=O)O)cc21	-5	-6	-3	-5	-27	-8	-4	12
O=C(CSc1nnc(-c2cccc(Cl)c2)o1)Nc1ccc2c(c1)OCCO2	-9	-8	-1	-135	-50	-17	-17	-36
COc1ccc(S(=O)(=O)N2CCN(CC(O)CN3CCOCC3)CC2)cc1 (centres undefined)	1	-1	-8	7	-7	7	5	10
O=C(COC(=O)c1cc([N+](=O)[O-])ccc1N1CCOCC1)NCc1ccc(F)cc1	-9	-4	-1	-15	2	11	2	-10
O=c1c2cc(Br)ccc2nc(-c2ccc([N+](=O)[O-])cc2)n1O	-5	1	-7	-10	-8	3	-26	19
CCN1CCCC1CNC(=O)Cn1nc(C)n2nc(-c3ccccc3)cc2c1=O (centres undefined)	-1	-8	-3	-13	0	12	11	-22
Cc1ccc(-c2csc(NC(=S)NC(=O)c3cc4ccccc4o3)n2)cc1	-15	17	-10	-49	-22	19	23	-37
O=C1CC(c2ccco2)CC(O)=C1C=NCCN1CCN(C2CC(=O)N(c3ccccc3)C2=O)CC1 (centres undefined)	.	-5	-4	.	21	11	.	.
Cc1ccccc1N(CC(=O)Nc1ccc(S(=O)(=O)N2CCOCC2)cc1)S(C)(=O)=O	-6	0	-3	5	-8	13	3	6
C=CCOc1cccc(CNCCCN2CCOCC2)c1	6	-5	0	10	4	0	1	12
O=C(CC1CCCCC1)NCCOc1ccccc1	-2	-8	5	-22	-11	-8	1	-11
C[C@H](CO)N1C[C@H](C)[C@@H](CN(C)C(=O)Nc2ccccc2)Oc2c(NC(=O)Nc3ccc(C(F)(F)F)cc3)cccc2C1=O	30	-12	21	7	4	-6	-11	19
Cc1cccc(-n2ncc3c(=O)[nH]c(SCC(=O)Nc4cc(C)on4)nc32)c1	-4	1	-14	4	8	6	1	7
Cc1nc2ccccc2nc(C)c1=NOCc1ccc(C#N)cc1	2	-2	-14	10	-7	14	-20	-14
CCNC(=O)c1cc2c(=O)n3cccc(C)c3nc2n(Cc2ccc(C)cc2)c1=N	0	18	8	6	12	6	-5	13

Given with two lines to a compound: part of the list above.
Results follow in this order: UBC13 inh | CXCR6 inh | EBI2 antag | Jurkat NFkB inh | Gli-Sufu block | CCR6 antag | APJ antag | 697 NFkB inh
Cc1c(NC(=O)CSc2nc(N)cc(N)n2)c(=O)n(-c2ccccc2)n1C
→ ? | 1 | -7 | 1 | -2 | 2 | -107 | 7
COc1cccc(-c2nc(CS(=O)(=O)c3ccccc3)no2)c1
→ -2 | 0 | 2 | -89 | -69 | 5 | 7 | -74
O=C(Nc1nc2ccc(F)cc2s1)C1=NN(c2ccccc2)C(=O)CC1
→ -13 | -3 | 3 | -25 | -17 | 15 | -6 | -42
CCCc1cc(C(=O)N2CCN(C(c3ccccc3)c3ccccc3)CC2)no1
→ 2 | 18 | 24 | 17 | 6 | 25 | 18 | 8

(list continues)
SMILES	UBC13 inh	CXCR6 inh	EBI2 antag	Jurkat NFkB inh	Gli-Sufu block	CCR6 antag	APJ antag	697 NFkB inh
CCOc1ccccc1N1CC(C(=O)Nc2ccc3c(c2)OCCO3)CC1=O (centres undefined)	-3	-10	-7	1	1	7	13	-37
COc1cccc2c3c(c(=O)[nH]c12)CCC(C)(C)O3	7	-2	6	-16	2	1	9	4
CCCOC(=O)N[C@@H]1C(=O)N2C(C(=O)OCCC)=C(C)CS[C@H]12	-5	-9	3	4	-30	-3	14	-14
O=C(O)c1ccc(Cn2c(=S)[nH]c3cc(Cl)ccc3c2=O)cc1	?	-7	4	-1	20	17	18	8
COCC(C)Nc1ccc(S(=O)(=O)N2CCCC2)cc1[N+](=O)[O-] (centres undefined)	1	-3	1	3	4	-3	15	-2
COC(=O)c1ccc(NC(=O)CS(=O)(=O)c2ccccc2)cc1	1	-5	5	-16	-8	24	16	1
COc1ccc(C(=O)NCc2nnc(SCC(=O)Nc3ccc4c(c3)OCO4)o2)cc1	6	10	-2	4	-1	-6	2	5
O=C(O)CC1(c2ccc(F)cc2)C2CC3CC(C2)CC1C3 (centres undefined)	1	3	10	-20	-4	8	9	-1
COC(=O)c1sccc1NC(=O)c1cccnc1	8	6	4	-9	4	2	-8	8
Cc1nc(CNS(=O)(=O)c2ccc(Br)cc2)cs1	4	-2	-13	-8	5	9	5	15
O=C1c2ccc(Cl)cc2S(=O)(=O)c2cccc(C(=O)N3CCN(c4ncc(Br)cn4)CC3)c21	-7	-7	2	12	3	-14	-4	13
Cc1ccc(N(CC(=O)NC2CCCC2)C(=O)c2ccc(C)s2)cc1	0	-11	-2	8	2	3	1	-12

Screens as filed in PubChem BioAssay.
